PABP1 MLLE inh: inhibitors of PABP1 MLLE–PAM2 peptide binding, primary screen, biochemical, fluorescence polarization, FITC-PAM2, GST-MLLE; actives 0.36% (n = 360,000); inhibition, % at 20 µM; in the data active = inhibition above about 35%, passing the limit was not always enough;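 note: plate controls were DMSO wells with GST-MLLE for no effect and wells lacking GST-MLLE protein for full effect; some results filed as inactive read as strong as hits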
LMPTP inh: LMPTP phosphatase inhibitors, primary screen, biochemical, fluorescence intensity, uHTS. Low molecular weight phosphotyrosine protein phosphatase (Homo sapiens), P24666. recombinant LMPTP-A, OMFP fluorogenic substrate. inhibition, % at 20 µM. actives 0.22% (n = 360,000). AID 651560, 2012;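 active = compounds that cut the enzyme signal by at least half of the control window in the single-dose screen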;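 note: plate controls were DMSO wells with enzyme plus substrate for no effect and substrate without enzyme for full effect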
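Assay system: LMPTP-A, protein tyrosine phosphatase of low molecular weight / Medium: pH 6.0 Bis-Tris buffer with DTT and Triton X-100 / Schedule: 50 min enzyme reaction at room temperature, protected from light / Measured by: endpoint fluorescence intensity from OMFP dephosphorylation / Read-out basis: % inhibition relative to no-enzyme and uninhibited control wells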
SUMO1-SIM PPI: modulators of SUMO1 protein-protein interactions, primary screen, biochemical, uHTS; Small ubiquitin-related modifier 1 (Homo sapiens), P63165; SUMO1 binding to a labelled peptide, TR-FRET, 1 h; inhibition, % at 20 µM; actives 0.33% (n = 360,000); in the data active = inhibition above about 37%
Target sequence (P63165 whole entry, looked up): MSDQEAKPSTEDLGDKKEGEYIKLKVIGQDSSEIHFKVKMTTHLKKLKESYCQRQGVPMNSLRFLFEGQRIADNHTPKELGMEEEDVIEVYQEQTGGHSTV
DNMT1 inh: human DNMT1 methyltransferase inhibitors, primary screen, biochemical, molecular beacon, fluorescence, HinP1I cleavage, uHTS. inhibition (reported as % activation of signal), % at 10 µM. actives 0.83% (n = 360,000). AID 588458, 2011; in the data active = inhibition above about 50%
STEP block: STEP phosphatase inhibitors, primary screen, biochemical, fluorescence intensity, uHTS; inhibition, % at 20 µM; Tyrosine-protein phosphatase non-receptor type 5 (Homo sapiens), P54829; actives 0.25% (n = 360,000); AID 588621, 2011; recombinant STEP, OMFP fluorogenic substrate;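 active = inhibition at 20 µM, scaled per plate between control wells, above about 37%, limit read from the data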;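 note: 0% = DMSO with enzyme and substrate and 100% = substrate only without enzyme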
Target sequence (P54829 whole entry, looked up): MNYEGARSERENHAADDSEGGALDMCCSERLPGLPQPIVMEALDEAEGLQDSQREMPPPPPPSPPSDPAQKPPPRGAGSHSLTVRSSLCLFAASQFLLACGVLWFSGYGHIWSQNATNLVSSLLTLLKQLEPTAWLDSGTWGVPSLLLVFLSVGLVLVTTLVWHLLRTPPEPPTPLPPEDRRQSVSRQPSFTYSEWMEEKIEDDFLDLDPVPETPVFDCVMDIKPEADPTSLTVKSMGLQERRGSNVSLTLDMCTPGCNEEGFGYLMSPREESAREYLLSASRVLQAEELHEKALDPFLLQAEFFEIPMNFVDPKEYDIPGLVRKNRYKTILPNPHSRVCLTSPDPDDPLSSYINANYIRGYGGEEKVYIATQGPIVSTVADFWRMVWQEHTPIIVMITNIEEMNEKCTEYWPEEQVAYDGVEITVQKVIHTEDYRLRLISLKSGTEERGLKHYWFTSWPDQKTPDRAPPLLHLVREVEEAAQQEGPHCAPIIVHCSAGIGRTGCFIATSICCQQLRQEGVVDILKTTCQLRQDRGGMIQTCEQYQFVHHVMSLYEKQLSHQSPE
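Assay system: isolated STEP enzyme / Timing: 20 min at room temperature, dark / Doses: 20 µM, 1% DMSO / Technique: fluorescence intensity, excitation 480 nm, emission 540 nm / Reagent: fluorogenic phosphatase substrate OMFP at 25 µM final / Measure: percent inhibition scaled to no-enzyme and uninhibited-enzyme controls, plate-pattern corrected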
CSN deneddyl inh: inhibitors of CSN-mediated cullin deneddylation, primary screen, biochemical, fluorescence polarization, uHTS; inhibition, % at 12.5 µM; actives 0.38% (n = 360,000); AID 651999, 2013; Purified CSN, SCF-Nedd8-OG deneddylation; COP9 signalosome complex subunit 5 (Homo sapiens), Q92905;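 active = pattern-corrected inhibition above about 35%, with an unprinted fluorescence ratio check between 0.5 and 1.5, limit read from the data, passing the limit was not always enough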;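 note: 0% = enzyme with substrate and 100% = substrate without enzyme; some results filed as inactive read as strong as hits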
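test system = HEK293T-derived human Csn5 enzyme | amount = 0.24 nM Csn5 enzyme, final concentration | medium = Tris/NaCl/DTT buffer, pH 7.5 | schedule = 90 min reaction at room temperature | signal = FP | evaluation = inhibition of Csn5 cleavage, % | compound dosing = single dose of 12.5 µM compound with 0.25% DMSO | probe or stimulus = 10 nM SCFSkp2-Nedd8OG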
NadD inh: inhibitors of S. aureus NadD, primary screen, biochemical, colorimetric, uHTS | Nicotinate-nucleotide adenylyltransferase NadD (Staphylococcus aureus N315) | purified NadD enzyme, colorimetric absorbance read-out | inhibition, % at 20 µM | actives 0.78% (n = 360,000) | AID 602399, 2012; in the data active = inhibition above about 26%; note: some compounds past the cut are filed as inactive
Scp1 inh: Scp-1 phosphatase inhibitors, primary screen, biochemical, colorimetric, uHTS; actives 0.88% (n = 340,000); Carboxy-terminal domain RNA polymerase II polypeptide A small phosphatase 1 (Homo …; Recombinant Scp1, phosphopeptide, malachite green phosphate absorbance; AID 493091, 2011; inhibition, % at 20 µM;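 active = inhibition above about 50% at 20 µM, limit read from the data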;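 note: plate controls were DMSO wells with enzyme for no effect and wells lacking enzyme for full effect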
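System: truncated SCP-1 phosphatase (76-261aa); medium: Tris acetate buffer pH 5.5 with MgCl2 and Tween-20; incubation: 45 min room-temperature reaction, 5 min colour, 30 min stabiliser; compound: single 20 µM dose, 1% DMSO; reagent: Phosphorylated 17-residue peptide substrate; read-out: % inhibition at 20 µM; technique: colorimetric free-phosphate detection, absorbance 630 nm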
Rpn11 inh: Rpn11 (PSMD14) deubiquitinase inhibitors, primary screen, biochemical, fluorescence polarization, uHTS | 26S proteasome non-ATPase regulatory subunit 14 (Homo sapiens), O00487 | human 26S proteasome, Ub4-pepOG fluorescence polarization; 20S core pre-blocked with epoxomicin | calls only at 20 µM | actives 0.59% (n = 360,000) | AID 588493, 2011;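 active = inhibition at 20 µM, scaled to each plate's controls, above about 33%, limit read from the data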
Target sequence (O00487 whole entry, looked up): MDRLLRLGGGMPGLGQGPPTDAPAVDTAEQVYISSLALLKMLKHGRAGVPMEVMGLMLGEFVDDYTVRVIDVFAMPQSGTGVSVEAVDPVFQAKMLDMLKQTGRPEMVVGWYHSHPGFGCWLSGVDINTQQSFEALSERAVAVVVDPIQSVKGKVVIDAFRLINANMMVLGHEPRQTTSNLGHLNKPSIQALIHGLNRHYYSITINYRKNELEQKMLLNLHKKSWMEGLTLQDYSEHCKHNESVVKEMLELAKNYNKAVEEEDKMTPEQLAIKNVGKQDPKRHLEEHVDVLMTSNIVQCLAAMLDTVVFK
TbMetRS inhib: T. brucei MetRS inhibitors, primary screen, biochemical, luminescence; methionyl-tRNA synthetase (Trypanosoma brucei brucei); purified T. brucei MetRS, ATP depletion, Kinase-Glo luminescence; inhibition, % at 11.9 µM; actives 0.4% (n = 360,000); AID 624268, 2012;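 active = inhibition above a per-plate cutoff of the control wells' mean inhibition plus 3 SD, cut at about 5.5% in these data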;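 note: 0% = DMSO wells median and 100% = median of wells with control inhibitor compound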
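Test system: purified T. brucei MetRS enzyme. Also added: ATP, methionine and E. coli bulk tRNA substrates. Compound: 11.9 µM single point. Schedule: 15 min enzyme-compound preincubation, 2 h reaction, 10 min detection, 25 °C. Signal: luciferase luminescence of residual ATP, Kinase-Glo. Evaluation: percent inhibition versus plate control medians. Controls: DMSO wells, low control.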
* = called active by the depositor; i = inactive; x = no result given; + = active, no number; & = joins results of further samples.

SMILES | PABP1 MLLE inh | LMPTP inh | SUMO1-SIM PPI | DNMT1 inh | STEP block | CSN deneddyl inh | NadD inh | Scp1 inh | Rpn11 inh | TbMetRS inhib
CCc1nnc(NC(=O)CCC(=O)N2CCN(CCOc3ccc(C)cc3)CC2)s1 | 2.9 | -2.1 | -1.2 | 3.7 | -3.4 | 0.2 | -5.9 | -8.7 | i | -1.1
CCOP(=O)(OCC)/C(C#N)=C/c1ccc([N+](=O)[O-])cc1 | 10.8 | -1.6 | -28.2 | 0.9 | 0.3 | -2.7 | -5.1 | -1.8 | i | 0.4
CC(=O)c1ccc(N2CCC(c3cc(-c4ccc(Cl)cc4Cl)n[nH]3)CC2)c([N+](=O)[O-])c1 | -3.0 | 5.3 | -4.7 | -23.4 | -3.7 | -2.1 | 22.8 | 2.1 | i | 5.4
O=C(NNC(=S)Nc1ccc(Br)cc1)c1ccccc1 | 17.7 | -0.7 | -1.2 | -1.8 | 4.6 | 0.7 | 3.2 | -4.6 | i | -0.2
Cc1c(C)n(CC(O)CN2CCN(C)CC2)c2ccccc12 (stereo not drawn) | 6.3 | -1.7 | -4.2 | 2.7 | -2.4 | -1.0 | -5.9 | -6.8 | i | 0.5
CCOC(=O)/C(C#N)=C/Nc1ccccc1OC(F)(F)F | -2.8 | 1.7 | -1.8 | 3.9 | 0.2 | -0.1 | 2.6 | -7.3 | i | -0.1
CC1=C(C(=O)OCc2ccccc2)C(c2ccccn2)c2c(n(C)c(=O)n(C)c2=O)N1 (stereo not drawn) | 1.6&-14.9 | 0.2&-0.8 | 12.0&4.0 | -4.6&-1.1 | -3.1&-0.9 | -1.2&-7.9 | -1.4&-4.8 | -5.4&2.9 | i | -0.1&0.0
COc1cc2c(cc1OC)CN(C1CC(=O)N(c3c(C)cccc3C)C1=O)CC2 (stereo not drawn) | 3.6 | 0.4 | 0.6 | -13.2 | -0.6 | 1.6 | 8.7 | -2.3 | i | 0.1
Cc1c(NC(=O)COc2ncnc3c(Cl)cc(Cl)cc23)c(=O)n(-c2ccccc2)n1C | -11.7 | -1.5 | 1.6 | 1.8 | 1.9 | -2.5 | 1.1 | 6.2 | i | -1.9
Oc1ccccc1/C=N/N1CCCCC1 | 22.1 | -1.0 | 0.9 | -0.2 | 3.4 | -8.7 | -1.3 | -6.0 | i | -0.2
CCC1(CCC(C)C)SC(N)=NC1=O (stereo not drawn) | -7.7 | 0.3 | 2.5 | -2.0 | 4.0 | -1.9 | -0.3 | 0.0 | i | 0.1
COc1cccc(CC(=O)OCC(=O)NNC(=O)c2ccc(Br)cc2)c1 | 8.5 | -1.1 | -5.3 | -4.1 | -0.9 | 0.2 | 3.2 | -1.4 | i | -0.3
CCCOP(=O)(c1ccc(N(C)C)cc1)C(Nc1ccccc1)c1ccc(C)cc1 (stereo not drawn) | 12.3 | 5.0 | 5.2 | -2.6 | 2.8 | -0.1 | 4.3 | -10.5 | i | -0.1
COc1ccc(N/N=C2/CCCCC2=O)cc1 | 44.5* | -0.7 | -2.7 | -4.9 | -3.3 | 3.3 | -1.5 | 3.1 | i | -0.1
COC(=O)N/N=C/C1=CCC2CC1C2(C)C (stereo not drawn) | -16.1 | -1.6 | -8.7 | 0.8 | 1.8 | -5.5 | 1.3 | -6.2 | i | -0.9
NC(=O)c1nnsc1-c1ccco1 | 1.5 | -0.3 | -19.7 | -0.7 | -5.6 | -8.8 | 1.8 | -2.2 | i | -0.1
CC(C)c1nc(CN2CCCCC2)cc(=O)[nH]1 | -9.5 | -0.9 | -3.4 | 0.5 | 2.8 | 3.2 | 1.0 | -4.9 | i | -0.6
O=c1c2c3c(sc2nc2n1N=C(c1cccs1)CS2)CCCC3 | -21.6 | -2.3 | -2.1 | 14.1 | -14.9 | 20.2 | 0.8 | -10.1 | + | -0.9
COc1cc(C)ccc1S(=O)(=O)NC(=O)C1(C)CCN1C(=O)c1ccc(C2CCCCC2)cc1 (stereo not drawn) | 3.8 | -1.3 | 4.0 | 7.9 | -1.0 | 1.9 | 1.6 | x | i | -0.3
CCN(CC)c1ccc(NC(=O)CSc2ccsc2[N+](=O)[O-])c(C)c1 | 8.4 | 1.7 | -5.8 | 53.2* | 4.9 | -0.9 | 9.1 | 18.9 | i | 0.4

Next part; the last 2 above are carried over.
SMILES | PABP1 MLLE inh | LMPTP inh | SUMO1-SIM PPI | DNMT1 inh | STEP block | CSN deneddyl inh | NadD inh | Scp1 inh | Rpn11 inh | TbMetRS inhib
COc1cc(C)ccc1S(=O)(=O)NC(=O)C1(C)CCN1C(=O)c1ccc(C2CCCCC2)cc1 (stereo not drawn) | 3.8 | -1.3 | 4.0 | 7.9 | -1.0 | 1.9 | 1.6 | x | i | -0.3
CCN(CC)c1ccc(NC(=O)CSc2ccsc2[N+](=O)[O-])c(C)c1 | 8.4 | 1.7 | -5.8 | 53.2* | 4.9 | -0.9 | 9.1 | 18.9 | i | 0.4
Cc1cncc(N2CCN(c3ccccn3)CC2)n1 | -5.8 | -0.5 | 4.8 | 4.2 | 2.2 | -3.5 | -6.2 | x | i | 0.0
Cc1cc(C)c(C#N)c(SCc2cc3c(cc2Cl)OCO3)n1 | -0.9 | 2.6 | -2.0 | 3.9 | -0.4 | -2.0 | -6.9 | -5.2 | i | -0.9
CCNC(=O)NC1(C(=O)Nc2ccc3c(c2)CCC3)CCCCC1 | -14.0 | -1.8 | 0.2 | 0.9 | -2.1 | 3.3 | -4.1 | -7.7 | i | 0.4
Cc1cc(C)cc(NC(=O)c2ccc(CNc3c(N4CCOCC4)c(=O)c3=O)cc2)c1 | -2.2 | 0.7 | 42.1* | -4.2 | 2.2 | 2.3 | 10.1 | -2.8 | i | -0.4
O=C(NCCCc1ccccc1)C1CCN(c2nnc(-n3cccc3)s2)CC1 | -2.8 | 0.3 | 27.2 | -3.7 | 3.5 | -2.4 | -2.1 | -6.6 | i | -0.3
CNC(=O)/C(C#N)=C1\SC(Cc2ccc(F)cc2)C(=O)N1c1ccccc1C (stereo not drawn) | 2.5 | -0.2 | 4.2 | 0.6 | -2.0 | 5.0 | 4.1 | -7.9 | i | 0.2
Cc1ccc(C)c(CN2CCSCC2)c1 | 11.3 | -1.9 | 2.7 | -1.0 | -0.3 | -1.2 | 0.2 | -11.7 | i | 0.2
CCOC(=O)c1cc(-c2ccccc2C)nn1Cc1cc(CC)no1 | 20.2 | 3.3 | -1.4 | 4.7 | -1.5 | 1.0 | -4.6 | -11.3 | i | 0.0
COCCn1c(-c2ccco2)csc1=Nc1cccnc1 | 32.9 | 0.3 | -4.4 | -21.6 | -1.2 | 3.0 | 8.7 | -6.4 | i | -0.3
O=C(C1=C(O)C(=O)N(CCN2CCOCC2)C1c1ccc([N+](=O)[O-])cc1)c1cc2ccccc2o1 (stereo not drawn) | 21.5 | 2.3 | -28.4 | -1.9 | 5.7 | 7.0 | 16.5 | -2.0 | i | 0.8
Cc1ccc([N+](=O)[O-])cc1NC(=O)CCSc1ccc(Cl)cc1 | -2.4 | 2.1 | -7.1 | -4.3 | 1.3 | 0.3 | -1.5 | -9.4 | i | -1.3
O=C(CC1SC(=O)N(c2ccccc2)C1=O)Nc1cccc2ccccc12 (stereo not drawn) | 19.0 | 1.7 | -4.1 | -4.7 | -2.6 | 5.2 | 16.8 | -18.8 | i | 2.0
O=C(NCc1ccco1)c1ccc(COc2ccc(Cl)cc2)cc1 | 1.3 | 1.1 | -0.9 | -0.9 | 0.2 | 1.7 | 6.9 | -2.7 | i | -0.5
Cn1ccnc1SCC(=O)Nc1ccccc1 | 15.3 | -0.7 | -3.5 | 4.8 | -1.2 | -3.3 | 6.0 | -4.8 | i | -1.3
CC(OC(=O)c1cc(S(=O)(=O)N2CCOCC2)ccc1F)C(=O)NCC1CCCCC1 (stereo not drawn) | -20.7 | -1.4 | -2.2 | 1.5 | -2.7 | -2.6 | -3.5 | -12.4 | i | -0.4
COCCN1Cc2cccc(C(=O)NC(C)c3cccs3)c2C1=O (stereo not drawn) | -5.8 | 0.1 | 12.6 | 4.1 | -3.5 | 3.5 | -2.0 | -2.9 | i | 0.1
Cc1ccc(C(=O)c2ncc[nH]2)cc1 | 9.9 | -1.4 | -4.7 | 6.2 | 2.0 | 1.6 | -4.8 | -5.8 | i | 0.2
CCN1CCN(S(=O)(=O)Cc2ccccc2)CC1 | 6.7 | -1.0 | 0.6 | -1.0 | 0.2 | 1.6 | -2.8 | 3.1 | i | -0.2
Cc1ccc(NC(=O)C(=O)NCC2CCN(C(=O)c3cccc([N+](=O)[O-])c3)CC2)cc1 | -9.8 | -1.1 | -12.1 | -0.8 | -0.7 | 4.3 | -11.9 | -2.2 | i | -0.8
COc1ccc(-c2ccc3oc(-c4ccc(OC)cc4)c(-c4ccc(OC)cc4)c3c2)cc1 | -7.1 | 0.1 | -1.6 | 2.1 | 0.0 | -1.0 | 7.0 | -3.0 | i | 0.4
CCOC(=O)c1nn(-c2ccccc2C)c(=O)cc1OCC(=O)Nc1cccc(OC)c1 | -1.6 | 0.8 | -3.0 | -3.3 | 1.3 | -0.1 | 0.7 | -3.5 | i | -0.1
CCOC(=O)C1CCN(C(=O)CCNS(=O)(=O)c2ccc3c(c2)CCN3C(=O)CC)CC1 | -6.1 | -1.7 | 4.6 | 1.5 | 0.2 | -2.3 | 0.4 | -9.1 | i | -0.2
